Screening results from PubChem.
GSTO1 counter: GSTO1 inhibition, counter-screen for RBBP9 inhibitors. P78417. recombinant GSTO1, activity-based probe fluorescence polarization. inhibition, % at 5.96 µM. 300,000 compounds, 1.1% hits;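 active = inhibition above the campaign mean inhibition plus 3 SD, cut at about 35% in these data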;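 note: 0% = GSTO1-1 with DMSO and 100% = wells lacking GSTO1-1 enzyme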
Target sequence (P78417 whole entry, looked up): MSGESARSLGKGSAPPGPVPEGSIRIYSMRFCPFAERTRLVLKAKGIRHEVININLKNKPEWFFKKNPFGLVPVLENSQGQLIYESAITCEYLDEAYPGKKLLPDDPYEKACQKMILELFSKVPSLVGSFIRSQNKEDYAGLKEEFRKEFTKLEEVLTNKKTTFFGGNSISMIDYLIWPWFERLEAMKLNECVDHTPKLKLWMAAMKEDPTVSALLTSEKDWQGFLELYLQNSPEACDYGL
LYPLA2 counter: blocks human lysophospholipase 2, a PME1 counter-screen | O95372 | recombinant LYPLA2, FP-Rh probe fluorescence polarization | inhibition, % at 5.9 µM | 320,000 compounds, 0.38% hits;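 active = inhibition above the screen-wide mean plus 3 SD, limit set per campaign, cut at about 26% in these data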;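 note: 0% = LYPLA2 with DMSO and 100% = wells lacking LYPLA2 enzyme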
Target sequence (O95372 whole entry, looked up): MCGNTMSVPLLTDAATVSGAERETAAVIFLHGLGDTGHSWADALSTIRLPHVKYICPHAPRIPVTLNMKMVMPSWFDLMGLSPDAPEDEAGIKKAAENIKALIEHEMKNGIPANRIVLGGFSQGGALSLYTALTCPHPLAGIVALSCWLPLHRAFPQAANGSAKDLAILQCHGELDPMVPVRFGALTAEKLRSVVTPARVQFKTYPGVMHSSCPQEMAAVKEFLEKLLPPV
EBNA-1 inhibitor: blocks EBNA-1 binding to DNA | EBNA-1 DNA binding, fluorescence polarization | 300,000 compounds, 0.34% hits | inhibition, % at 14.8 µM; in the data active = inhibition above about 28%
PAD4 inh: PAD4 (human) enzyme inhibition; recombinant PAD4, RCA probe fluorescence polarization; inhibition, % at 6.36 µM; AID 485272; Q9UM07; 330,000 compounds, 0.41% hits;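 active = percent inhibition above a cutoff equal to the mean of all tested compounds plus 3 SD, cut at about 15% in these data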;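 note: 0% = PAD4 with RCA probe and DMSO and 100% = probe without PAD4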
PAFAH1B3 FP inh: blocks human PAF acetylhydrolase 1B catalytic subunit 3; Q15102; recombinant PAFAH1B3, FP-rhodamine probe, fluorescence polarization; inhibition, % at 3.39 µM; 340,000 compounds, 0.28% hits; AID 492972;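 active = inhibition above the screen-wide average of all tested compounds plus 3 SD, cut at about 25% in these data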;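 note: 0% = enzyme with DMSO only and 100% = wells lacking PAFAH1B3 protein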
Target sequence (Q15102 whole entry, looked up): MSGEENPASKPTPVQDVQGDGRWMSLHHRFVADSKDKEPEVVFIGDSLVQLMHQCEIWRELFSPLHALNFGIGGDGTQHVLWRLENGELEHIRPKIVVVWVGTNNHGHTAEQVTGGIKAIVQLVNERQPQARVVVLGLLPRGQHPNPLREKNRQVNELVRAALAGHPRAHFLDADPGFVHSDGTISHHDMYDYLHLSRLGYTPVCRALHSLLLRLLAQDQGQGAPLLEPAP
ZTA counter: blocks Epstein-Barr virus ZTA, an EBNA-1 counter-screen; ZTA-DNA binding, fluorescence polarization; inhibition, % at 11 µM; 320,000 compounds, 0.15% hits; in the data active = inhibition above about 33%
Target sequence (P03206 whole entry, looked up): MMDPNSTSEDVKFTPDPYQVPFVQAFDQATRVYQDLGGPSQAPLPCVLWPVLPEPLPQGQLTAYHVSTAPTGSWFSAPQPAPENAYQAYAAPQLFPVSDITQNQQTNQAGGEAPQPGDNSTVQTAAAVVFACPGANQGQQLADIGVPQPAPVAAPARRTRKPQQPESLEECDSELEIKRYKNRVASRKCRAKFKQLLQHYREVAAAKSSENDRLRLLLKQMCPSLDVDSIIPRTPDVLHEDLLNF
LYPLA1 inh: LYPLA1 (human) inhibition in PME1 counter-screen | O75608 | recombinant LYPLA1, FP-Rh probe fluorescence polarization | inhibition, % at 5.9 µM | 320,000 compounds, 0.16% hits | AID 2174;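 active = inhibition above the mean of all tested compounds plus 3 SD, set per campaign, cut at about 14% in these data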;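 note: inhibitors block serine hydrolase probe labeling of LYPLA1 so polarization falls; 0% = enzyme with DMSO and 100% = wells lacking LYPLA1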
PAFAH2 FP inh: inhibitors of human PAFAH2. Q99487. recombinant PAFAH2, FP-rhodamine activity probe, fluorescence polarization. inhibition, % at 3.39 µM. 340,000 compounds, 0.99% hits;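 active = inhibition above the mean over all tested compounds plus 3 SD, cut at about 30% in these data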;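 note: inhibitors block probe labeling of enzyme so polarization drops; 0% = enzyme with DMSO and 100% = wells lacking PAFAH2 protein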
PREPL inh: human PREPL enzyme inhibition. Q4J6C6. recombinant PREPL, fluorescence polarization activity-based probe. inhibition, % at 5.96 µM. 320,000 compounds, 0.68% hits. AID 2751; in the data active = inhibition above about 43%;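 note: 0% = enzyme with DMSO and 100% = wells lacking enzyme; many of its hits are not listed in these tables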
* = called active by the depositor; nt = no result given; & = joins results of further samples.

SMILES	GSTO1 counter	LYPLA2 counter	EBNA-1 inhibitor	PAD4 inh	PAFAH1B3 FP inh	ZTA counter	LYPLA1 inh	PAFAH2 FP inh	PREPL inh
Cc1ccccc1-n1c(C)nnc1SCC(=O)N1CCc2ccccc2C1	1	2	-3	-2	2	0	-6	9	16
CNc1ccccc(C(=O)/C=C/c2ccccc2OC)c1=O	28	4	7	-3	18	8	-2	15	-6
O=C(Nc1cccc(S(=O)(=O)N2CCCCCC2)c1)C1CCC1	-1	4	6	-1	3	7	0	-2	6
COc1cc(/C=C\C(=O)NCc2ccc3[nH]c(C)cc3c2)cc(OC)c1OC	-1	-3	-8	-1	7	9	-2	1	5
CCC(CC)c1nnc(NC(=O)CN2C(=O)c3ccccc3C2=O)s1	15	1	-2	-5	6	-5	2	2	-6
CCCn1c(CN2CCCCC2CC)nc2c1c(=O)n(C)c(=O)n2C (stereo not drawn)	4	-10	-9	-3	-4	-5	-4	-5	-3
Cc1cc(C)cc(N(CC(=O)NCc2ccc(F)cc2)C(=O)c2snc(C(N)=O)c2N)c1	-1	-1	13	-4	7	17	-2	-1	9
COc1cc(C)nc(N2CCCC(C(=O)Nc3ccccc3Br)C2)n1 (stereo not drawn)	-5	8	-7	-7	12	17	1	4	7
CC(=O)NS(=O)(=O)c1ccc(NC(=O)c2ccccn2)cc1	-2	6	2	-2	1	23	-2	-5	1
CC(C)(C)NC(=O)CN(C(=O)c1snc(C(=O)NC2CCCCC2)c1N)c1ccc(F)cc1	3	-6	-5	-1	-1	20	-2	-5	-2
CCCNC(=O)Cc1ccsc1	3	-4	-4	-1	3	0	3	1	-2
Cc1nc(N)c(C#N)c(-c2cccnc2)c1C	-4	1	2	2	4	10	2	-21	3

Fetched one by one from the entries so far:
SMILES	GSTO1 counter	LYPLA2 counter	EBNA-1 inhibitor	PAD4 inh	PAFAH1B3 FP inh	ZTA counter	LYPLA1 inh	PAFAH2 FP inh	PREPL inh
CNc1ccccc(C(=O)/C=C/c2ccccc2OC)c1=O	28	4	7	-3	18	8	-2	15	-6
CCCNC(=O)Cc1ccsc1	3	-4	-4	-1	3	0	3	1	-2
Cc1nc(N)c(C#N)c(-c2cccnc2)c1C	-4	1	2	2	4	10	2	-21	3

(continued)
SMILES	GSTO1 counter	LYPLA2 counter	EBNA-1 inhibitor	PAD4 inh	PAFAH1B3 FP inh	ZTA counter	LYPLA1 inh	PAFAH2 FP inh	PREPL inh
CCCCOC(=O)CSc1nnc(-c2cc(OC)c(OC)c(OC)c2)o1	-1	3	4	0	7	-6	-5	5	-5
C[C@H]1CCC2[C@](C)(CO)[C@@H](O)CC[C@]2(C)[C@@]12CCC(CO)(CCO)O2 (stereo partly drawn)	0	1	3	-1	-8	-9	0	0	5
O=C(NC1CCCC1)c1cccc(S(=O)(=O)Nc2ccccc2F)c1	nt	-1	nt	-3	3	-13	-3	-1	3
COc1ccccc1NC(=O)N1CCN(c2ccc(F)cc2)CC1	2	0	3	-2	7	0	-1	-5	15
CCOc1ccc2[nH]c(=O)c(CN(CC3COCCO3)C(=O)c3ccc(C)cc3)cc2c1 (stereo not drawn)	-3	-1	-1	-3	11	6	2	3	5
O=S(=O)(Nc1ccc(Br)cn1)c1cccs1	0	-7	-3	0	9	0	-4	3	-1
CN1C(=S)N(c2ccccc2)C(=O)/C1=C/c1cccs1	5	3	19	-5	1	6	-1	-2	-1
C=CCn1c(SCC(=O)c2ccc(O)c(O)c2)nnc1-c1cccc(Cl)c1	nt	1	nt	0	5	-9	1	39*	19
COc1ccc(CCNC(=O)CSc2nc3c(c(=O)n(C)c(=O)n3C)n2C)cc1OC	0	-4	0	-1	0	-1	-3	-3	-5
N#Cc1ccccc1NC(=O)C(=O)NCCCN1CCCC1=O	-1	2	-3	1	3	2	7	-5	3
CC(C)(C)c1ccc(/C=C/C(=O)Nc2cccnc2)cc1	-11	-6	14	-7	3	14	-12	-3	-7
O=C(Cn1c(C(=O)NCc2ccco2)cc2sccc21)c1ccccc1	4	0	6	2	5	-1	0	2	-6
CCO[C@H]1OC(C(=O)N2CCN(C)CC2)=C[C@@H](C2CC2)[C@@H]1CCCO	0	0	9	0	5	3	2	3	-8
Cc1ccc(C(=O)NC2CCCC2)s1	2	-11	4	-3	7	3	-8	3	-7
C=CCNC(=O)CCCc1ccccc1	-1	-7	-11	0	3	-10	1	1	-15
COCCNC(=O)CCc1c(C)nc2nc(-c3cc(OC)cc(OC)c3)nn2c1C	5	2	6	-1	-2	3	0	-8	4
CN(C)CCC(c1ccc(Br)cc1)c1ccccn1 (stereo not drawn)	-1&2	3&1	0&1	-2&-2	1&9&1	7&18	-4&-3	4&-10&-1	-3&9
Cc1cc(C)nc(-n2ncc3c2CC(C)CC3=O)n1 (stereo not drawn)	0	0	-1	5	nt	-2	1	nt	-4
CCn1nccc1C(=O)Nc1nccs1	4	1	4	-2	3	-12	2	6	3
CCCc1cnc(N2CCN(C(=O)c3ccc(F)cc3)CC2)nc1	0	5	3	1	7	1	1	1	2
CCOC(=O)C1=NOC(CNC(=O)c2ccccc2Cl)C1 (stereo not drawn)	-4	2	9	-4	5	8	1	1	-1
Cc1ccc(OCCNc2cc(N3CCN(CCO)CC3)ccc2[N+](=O)[O-])cc1C	-9	-2	-1	-1	-3	11	-3	4	28
CCOC(=O)c1cnc(-n2nc(C)cc2C)nc1Oc1ccc(C#N)cc1	-2	-7	-7	-8	-7	10	2	1	1
COc1ccc(S(=O)(=O)N2CCCC2)cc1OC	0	3	-1	2	1	-2	-1	-2	-2
CCc1ccccc1N1C(=O)c2ccccc2S1(=O)=O	6	3	-2	3	3	14	3	-3	6
O=C1Nc2ccccc2C12Nc1ccccc1-c1nc3ccccc3n12 (stereo not drawn)	7	3	4	-1	-7	0	-1	-6	2
Cc1cccc(N2C(=O)C3CCCN3C2=S)c1C (stereo not drawn)	nt	2	nt	-3	2	1	0	5	0
O=C(CCN1C(=O)S/C(=C\c2ccccc2)C1=O)N1CCOCC1	6	-2	-6	5	-1	-2	-3	0	24
COc1cc(Cl)c(S(=O)(=O)NCCN2CCOCC2)cc1Cl	-4	3	5	-1	-9	3	-2	-2	6
COc1cc(C2NC(=O)NC(C)=C2C(=O)OCc2ccc(C)cc2)cc(OC)c1OC (stereo not drawn)	-4	-2	5	2	11	-15	-2	-1	17
COc1cccc(-c2nnc3sc(-c4ccccn4)nn23)c1	0	2	-4	-4	8	5	-3	-1	14
Cc1ccc(/C=N/NC(=O)C2CCN(Cc3ccc(F)cc3Cl)CC2)o1	3	-4	-2	0	-3	7	-2	-7	3
CCOCCCNC(=O)c1cc2c(=O)n(CC)c3ccccc3c2s1	9	1	0	1	5	4	-2	3	3
CC12CCC(C(=O)Nc3ccc4c(c3)OCCO4)(OC1=O)C2(C)C (stereo not drawn)	9	5	-13	-2	5	-20	7	-3	-1
Cc1cc(C(=O)NC2CCCCC2)c(C)n1-c1ccc(F)cc1	-2	0	-6	4	-3	-7	2	-2	11
CC(C)c1cc(C(=O)NCc2cccnc2)no1	4	-1	-3	-6	5	11	-1	5	6
O=C(Nc1ccc(O)cc1)c1ccc2c(c1)C(=O)N(N1C(=O)c3ccccc3C1=O)C2=O	-3	-3	1	2	10	7	-1	-2	1
O=C(Nc1cccnc1)Nc1cc(Cl)cc(Cl)c1	-43	-32	5	-1	-24	15	-32	-12	-49
O=C(OCC1OC(n2ncc(=O)[nH]c2=O)C(OC(=O)c2ccccc2)C1OC(=O)c1ccccc1)c1ccccc1 (stereo not drawn)	-16	-3	10	0	0	15	-7	1	-20
CC1(C)CC(=O)C([N+](=O)[O-])=C(NCCCO)C1	-1	3	7	-4	8	1	-3	2	1
NC(=O)c1c(NC(=O)c2ccncc2)sc2c1CCCC2	1	-3	10	-5	-2	6	-4	0	13
CCCCc1nc2cc(C(=O)N3CCN(c4nc(C)cnc4C)CC3)ccc2o1	0	4	10	-1	2	12	1	6	4
O=S(=O)(NCc1ccc2c(c1)OCO2)c1cccc(S(=O)(=O)N2CCOCC2)c1	6	7	4	-6	6	-12	-1	-1	5
O=C(NCCc1ccccc1)c1ccc2c(=O)[nH]c3c(C(=O)NCC4CCCO4)sc(=S)n3c2c1 (stereo not drawn)	11	14	-4	-5	30*	-4	5	22	93*
Cc1nc2oc3c(NCc4ccccn4)ncnc3c2c2c1COC(C)(C)C2	5	1	-2	-4	2	-5	6	-6	18
Cc1cc(C(=O)N/N=C/c2cc(Br)c(Br)o2)n[nH]1	15	5	-9	-2	1	-9	-1	-2	10
O=C(CSc1nnc(-c2ccncc2)n1C1CCCCC1)Nc1ccccc1	7	7	-1	0	5	7	3	5	12
CCN(CC(=O)Nc1c(F)cccc1F)C(=O)CN1C(=O)c2ccccc2C1=O	-1	7	-1	0	9	5	2	-1	6
CC1=CC(C)C2C(=O)N(CCCN(C)C)C(=O)C2C1 (stereo not drawn)	5	-1	7	1	0	7	0	6	-3
Cn1cnc([N+](=O)[O-])c1Sc1ncccc1N	-3	-2	0	1	10	12	-4	0	-10
CC(=O)CCCC(NS(=O)(=O)CCC(Cl)(Cl)Cl)c1ccccc1 (stereo not drawn)	-2	-1	3	0	0	-9	0	11	7
COC(=O)C(C(=O)Nc1ccc(OC)cc1)C1CCCCCC1 (stereo not drawn)	17	2	-2	10	5	-11	0	-2	23
Nc1nc(CSc2nnnn2-c2ccc(Cl)cc2)nc(N2CCOCC2)n1	9	-5	1	-1	1	2	-5	4	4
O=C(Nc1ccccc1C(=O)O)c1cccc(NS(=O)(=O)c2ccc(Br)cc2)c1	-49	-3	3	0	1	2	-2	-25	-4
O=C(Nc1cccc(Cl)c1)Nc1ccc(Br)cc1F	-8	-69	7	-1	-8	-28	-38	-8	-12
Cc1occc1C(=O)Nc1c(F)c(F)c(F)c(F)c1F	1	3	0	-3	7	6	-3	-6	1
Cc1cc2ccccc2n1CCNC(=O)Cc1ccccc1	5	0	-8	2	-6	7	-6	6	29
O=C1NC[C@@H](Cc2cccc3ccccc23)N(CC2(c3ccccc3)CC2)C1=O	-7	-5	-3	-5	-4	13	-1	8	5
O=C(CN1C(=O)/C(=C/c2ccco2)SC1=S)Nc1ccc(O)c(C(=O)O)c1	28	-13	-9	-17	19	7	-4	14	-2
COc1ccc(/C=N/Nc2nonc2N)c(OC)c1	6	4	-1	1	8	-16	1	0	22

(next part)
SMILES	GSTO1 counter	LYPLA2 counter	EBNA-1 inhibitor	PAD4 inh	PAFAH1B3 FP inh	ZTA counter	LYPLA1 inh	PAFAH2 FP inh	PREPL inh
Cc1cc(Cl)c(OCCCNC2CCCC2)c(Br)c1	3	-4	3	0	4	6	-1	2	-11
Cc1ccc(NC(=O)c2ccc(CN3CC(=O)N4CCCCC4C3=O)cc2)c(C)c1 (stereo not drawn)	9	-4	8	1	1	-7	-3	2	3
CC(C)SC1=NC(C)(C)C=C(/C=C/c2c(Cl)cccc2Cl)N1	1	1	4	-1	0	-17	0	1	5
COc1ccc(C)cc1N(C(=O)c1cccc(F)c1)c1nc2ccccc2s1	-7	5	-8	-5	4	1	-7	-3	-3
CN(CC1CCCN(CCc2ccc(F)cc2)C1)C(=O)CCC(F)(F)F (stereo not drawn)	-2	6	4	3	-9	1	-1	-1	-1
Cc1ccc(N(Cc2ccccc2)C(=O)c2cc(S(=O)(=O)N3CCOCC3)ccc2C)cc1	-7	0	-1	-3	2	3	-1	3	15
COc1cc(C2CC(=O)Oc3c2c(=O)n(C)c2ccccc32)ccc1O (stereo not drawn)	-2	-4	0	-12	nt	-3	-2	nt	-7
C1=C(CCNc2ncnc3c2[nH]c2ccccc23)CCCC1	-1	-8	1	-3	11	5	-10	4	34
CCOC(=O)N1CCN(C(=O)COc2cccc3c2CCN(CC)C3=O)CC1	8	1	4	-1	3	0	-1	1	1
CC(C)CCNC(=O)C1CCN(c2nnc(-n3cccc3)s2)CC1	3	-1	1	0	9	-2	5	-3	7

Only part of the results is shown; the hit share may differ from the screen's.
